D2 agonist: HTS Assay for Allosteric Agonists of the Human D2 Dopamine Receptor: Primary Screen for Agonists; D(2) dopamine receptor (Homo sapiens), P14416; HEK293 T-REx D2 cells, calcium flux agonist mode; activation, % at 2 µM; actives 0.53% (n = 340,000);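 active = activation over 3 SD above normal in the single-dose calcium agonist read, cut at about 30% in these data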; also: 0% is about no effect
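Tetracycline-induced HEK293 T-REx cells with force-coupled D2 receptor, plated overnight at 30 C, loaded with no-wash calcium dye. After a 10 s baseline, compound was pin-added and calcium flux read kinetically for 180 s; calcium rises flagged agonists.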
TRHR enhancer: qHTS for Small Molecule Agonists and Allosteric Enhancers of Human TRH Receptor: Primary Screen for Enhancers; Thyrotropin-releasing hormone receptor (Homo sapiens), P34981; TRHR cells, fluo-8 calcium fluorescence, EC20 TRH enhancement; enhancement, % at 2 µM; actives 0.66% (n = 360,000); AID 493056, 2011; in the data active = enhancement above about 30%; also: 0% is about no effect
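Enhancer read-out: after compound pinning and an initial kinetic agonist-mode read, an EC20 of TRH (10 nM final) was injected and fluo-8 calcium signal (Ex 480/Em 530) followed at 1 s/cycle for 100 cycles in TRHR-expressing cells.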
D1 PAM: Potentiators of Human D1 Dopamine Receptor: qHTS. D(1A) dopamine receptor (Homo sapiens), P21728. HEK293 TREx D1 cells, calcium flux, dopamine EC20 potentiation. potentiation, % at 10 µM. actives 0.036% (n = 360,000). AID 504651, 2011; in the data active = potentiation above about 30%; also: 0% is about no effect
D1 ag: Allosteric Agonists of the Human D1 Dopamine Receptor: qHTS. D(1A) dopamine receptor (Homo sapiens), P21728. HEK293 T-REx D1 cells, calcium flux, agonist mode. activation, % at 2 µM. actives 1% (n = 360,000). AID 504660, 2011; also: 0% is about no effect
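Agonism was scored from calcium flux recorded over 180 s (1 read/s) after pintool compound addition, following a 10-cycle baseline. Cells were inducible force-coupled HEK293 TREx D1, plated overnight at 30 C and loaded with no-wash calcium dye.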
TRHR ag: qHTS for Small Molecule Agonists and Allosteric Enhancers of Human TRH Receptor: Primary Screen for Agonists | Thyrotropin-releasing hormone receptor (Homo sapiens), P34981 | TRHR cells, calcium flux fluo-8, FDSS agonist mode | activation, % at 2 µM | actives 0.18% (n = 360,000) | AID 493084, 2011; also: 0% is about no effect
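In this calcium-flux screen, cells bearing human TRHR are dye-loaded with fluo-8, baselined for 10 cycles, then exposed to library compounds; positive kinetic calcium responses during the agonist phase mark hits, with TRH as control.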
D1 antagonist: Antagonist of Human D 1 Dopamine Receptor: qHTS; activity change, negative = inhibition, % at 10 µM; actives 3.2% (n = 360,000); D(1A) dopamine receptor (Homo sapiens), P21728; HEK293 TREx D1 cells, calcium flux, dopamine EC80; hits give low values; in the data active = activity change below about -30%; also: % is scaled to controls: 0 for no effect and ±100 for the full control effect
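After overnight tetracycline induction at 30 C, force-coupled D1 HEK293 cells took up a no-wash calcium dye at room temperature. Compounds were added and monitored 180 s, and the response to EC80 dopamine was then recorded.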
D2 antag: HTS Assay for Allosteric Antagonists of the Human D2 Dopamine Receptor: Primary Screen for Antagonists. HEK293 TREx D2 cells, calcium flux, dopamine EC80. inhibition, % at 10 µM. actives 2% (n = 340,000). AID 485344, 2010; in the data active = inhibition above about 30%; also: 0% is about no effect
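In this primary screen, negative modulation is detected by tracking calcium flux after an EC80 dopamine challenge in inducible HEK293 T-REx D2 cells preexposed to test compound for 180 s.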
D2 PAM: HTS Assay for Positive Allosteric Modulators of the Human D2 Dopamine Receptor: Primary Screen for Potentiators | actives 0.34% (n = 340,000) | AID 485347, 2010 | potentiation, % at 10 µM | HEK293 T-REx D2, calcium flux, EC20 dopamine potentiation | D(2) dopamine receptor (Homo sapiens), P14416;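 active = potentiation over 3 SD above the plate norm, cut at about 30% in these data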; also: 0% is about no effect
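Cells plated with tetracycline inducer and held overnight at 30 C; calcium dye loaded 30–90 min at room temperature; baseline taken, compound added and read 180 s; EC20 dopamine then added and read 180 s.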
RXFP1 antagonist: qHTS Assay for Antagonists of the Relaxin Receptor RXFP1. Relaxin receptor 1 (Homo sapiens), Q9HBX9. HEK293-RXFP1, relaxin-stimulated cAMP HTRF, 30 min; hits give low values. activity change, negative = inhibition, % at 57.5 µM. actives 0.59% (n = 350,000);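 active = activity change of -60% or lower, but not beyond a set lower limit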; also: % is scaled to controls: 0 for no effect and ±100 for the full control effect
Target sequence (Q9HBX9 whole entry, looked up): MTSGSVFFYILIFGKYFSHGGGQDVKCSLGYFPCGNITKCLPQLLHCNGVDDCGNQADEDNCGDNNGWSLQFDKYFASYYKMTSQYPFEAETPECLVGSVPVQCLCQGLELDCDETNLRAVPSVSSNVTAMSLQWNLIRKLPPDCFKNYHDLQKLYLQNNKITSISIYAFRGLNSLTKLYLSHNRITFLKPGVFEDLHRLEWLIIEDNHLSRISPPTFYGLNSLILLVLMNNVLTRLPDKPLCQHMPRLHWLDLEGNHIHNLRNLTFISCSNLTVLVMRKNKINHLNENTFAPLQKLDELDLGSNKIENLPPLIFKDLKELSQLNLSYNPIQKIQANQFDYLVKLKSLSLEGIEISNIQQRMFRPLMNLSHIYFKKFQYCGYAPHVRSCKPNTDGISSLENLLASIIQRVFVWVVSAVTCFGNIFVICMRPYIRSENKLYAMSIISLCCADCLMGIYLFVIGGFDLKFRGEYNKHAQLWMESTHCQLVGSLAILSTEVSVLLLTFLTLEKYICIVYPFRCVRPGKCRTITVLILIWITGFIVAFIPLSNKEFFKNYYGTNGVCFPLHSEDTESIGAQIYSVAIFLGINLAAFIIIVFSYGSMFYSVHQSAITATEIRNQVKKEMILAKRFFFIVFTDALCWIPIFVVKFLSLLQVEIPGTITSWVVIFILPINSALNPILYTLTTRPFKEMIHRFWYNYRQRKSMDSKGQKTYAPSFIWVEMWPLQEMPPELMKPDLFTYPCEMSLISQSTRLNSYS
* hit, by the source's call; / = not tested or not shown. Rule as the data show it, unless noted: active = activation above about 30%; inactive = the rest.

SMILES | D2 agonist | TRHR enhancer | D1 PAM | D1 ag | TRHR ag | D1 antagonist | D2 antag | D2 PAM | RXFP1 antagonist
CCOc1ccc(CNC(=O)CN2C(=O)C(c3ccccc3)Oc3cccnc32)cc1 (stereo not drawn) | 0.1 | -11 | -3 | 2 | 0.1 | -5 | -7 | 3 | -10
COc1ccc(NCN2C(=O)CCC2=O)cc1 | -0.1 | 2 | 5 | 0 | -0.3 | 10 | 4 | 5 | 7
C=CCN1C(=O)S/C(=C\c2ccc(N3CCOCC3)cc2C)C1=O | 0.2 | 5 | 6 | 2 | -0.6 | -1 | -37 | 23 | -4
CSc1ccc(/C=N/NC(=O)c2sccc2C)cc1 | -1.4 | 2 | -9 | -2 | -1.3 | 12 | -10 | 3 | /
O=C(c1ccc(CS(=O)c2ccccc2Cl)o1)N1CCN(c2ccccc2)CC1 (stereo not drawn) | 2.6 | 1 | 9 | 1 | -0.6 | 3 | -24 | 10 | 6
CCCCn1c(CNC(=O)C23CC4CC(CC(C4)C2)C3)nnc1SCC(=O)Nc1ccccc1 | -0.3 | -8 | 2 | 1 | 0.3 | 11 | / | 0 | /
Cc1ccc(NC(=O)CSC2=C(C#N)C(c3ccco3)CC(=O)N2)cc1 (stereo not drawn) | 1.1 | -7 | -13 | -1 | -0.2 | -6 | 4 | -7 | -4
CC(C)CC(OC(=O)c1cccs1)C(=O)NCC1CCCO1 (stereo not drawn) | -0.3 | 4 | 1 | 1 | -0.3 | -1 | -4 | 4 | 2
COc1ccccc1Cc1nc2ccccc2nc1SCC(=O)NCc1ccccc1Cl | 1.9 | -3 | 0 | 1 | -0.2 | 7 | / | 11 | 7
CC(=O)c1cccc(N(CC(=O)Nc2ccc(F)cc2)S(C)(=O)=O)c1 | 1.5 | 3 | -3 | 2 | 0.1 | -1 | -5 | 8 | 11
O=C(Cn1c(=O)oc2cc(S(=O)(=O)N3CCc4ccccc43)ccc21)NC1CCCC1 | -1.1 | -3 | -6 | 1 | -0.5 | -27 | -10 | -20 | /
Cc1cc(C)c(C)c(S(=O)(=O)N[C@@H](C)C(=O)OCC(N)=O)c1C | 1.3 | 0 | 0 | 0 | -0.1 | -13 | 7 | 5 | -2

Exported as labelled records: part of the list above
SMILES: C=CCN1C(=O)S/C(=C\c2ccc(N3CCOCC3)cc2C)C1=O
  D2 agonist: 0.2
  TRHR enhancer: 5
  D1 PAM: 6
  D1 ag: 2
  TRHR ag: -0.6
  D1 antagonist: -1
  D2 antag: -37
  D2 PAM: 23
  RXFP1 antagonist: -4

SMILES: CSc1ccc(/C=N/NC(=O)c2sccc2C)cc1
  D2 agonist: -1.4
  TRHR enhancer: 2
  D1 PAM: -9
  D1 ag: -2
  TRHR ag: -1.3
  D1 antagonist: 12
  D2 antag: -10
  D2 PAM: 3
  RXFP1 antagonist: /

(next part)
SMILES | D2 agonist | TRHR enhancer | D1 PAM | D1 ag | TRHR ag | D1 antagonist | D2 antag | D2 PAM | RXFP1 antagonist
Nc1nonc1-n1nnc(C(=O)N/N=C/c2ccccn2)c1-c1ccccc1 | -0.2 | 2 | -4 | 3 | 0.2 | -11 | -7 | 9 | 2
COc1ccc(C(=O)OCC(=O)NC2CC2)cc1[N+](=O)[O-] | 0.3 | -1 | -2 | 2 | 0.0 | -14 | 0 | -11 | -2
COC(=O)C1CN(C(=O)c2ccc(OC(F)F)cc2)c2ccccc2O1 (stereo not drawn) | 1.8 | 2 | -12 | 5 | 0.2 | 4 | 1 | 18 | 11
O=C(CSc1nc(O)cc(=O)[nH]1)N1CCOCC1 | 4.2 | 4 | -9 | -1 | -0.1 | -7 | 8 | / | -5
Cc1cccc(-n2nc3c(c2NC(=O)c2ccco2)CS(=O)(=O)C3)c1C | -0.2 | 13 | -15 | 5 | 1.7 | -41* | 17 | -3 | -16
CCOC(=O)c1cc2c(=O)[nH]ccc2nc1C | -1.4 | 2 | -5 | 3 | -0.9 | 7 | 1 | 0 | 17
Cc1noc(-c2ccc(-c3noc(-c4ccc(Cl)cc4)n3)cc2)n1 | / | 0 | 1 | 1 | 0.5 | 4 | / | -1 | -5
COC(=O)c1noc(-c2ccc(OC)cc2)n1 | -0.1 | -1 | -4 | 7 | 0.6 | 3 | 11 | 2 | -1
Cc1nnc(SCC(=O)N2CCN(S(=O)(=O)c3ccccc3)CC2)[nH]c1=O | -2.1 | 1 | -21 | 1 | -0.4 | 2 | -25 | 12 | 16
O=C(CCN1C(=O)/C(=C\c2ccc(F)cc2)SC1=S)Nc1ccccc1 | 0.0 | 2 | -6 | 6 | -0.7 | -6 | -8 | -25 | -4
COc1ccccc1N(CC(=O)N1CCCCC1)S(=O)(=O)c1ccccc1 | 0.4 | -3 | -2 | 1 | 21 | 9 | 2 | 10 | -11
CCC(C)/C(C)=N/NC(=O)c1ccc(CSc2nc3ccccc3s2)cc1 (stereo not drawn) | / | 1 | -1 | 6 | 0.0 | -9 | / | / | /
Cc1nn(S(=O)(=O)c2ccc(C(C)(C)C)cc2)c(C)c1S(=O)(=O)N1CCOCC1 | -0.4 | -3 | -5 | 4 | 0.4 | 11 | -8 | -7 | 8
CCOC(=O)c1ccc(NC(=O)NCc2ccccc2)cc1 | 0.0 | -10 | -6 | 7 | -0.2 | -9 | 5 | -6 | 6
CCc1ccc(NC(=O)C2CCN(S(=O)(=O)c3cccc(-c4noc(C)n4)c3)CC2)cc1 | -0.9 | -4 | 0 | 1 | 0.0 | 3 | / | / | -5
Cc1nn(C)c(Cl)c1CN1CCC(Oc2ccc(C(=O)N3CCCC3)cc2)CC1 | 0.5 | 1 | 3 | 4 | -0.3 | 9 | 12 | 17 | -2
Cc1cc(=O)oc2c3c(cc(OCC(=O)NCc4ccccn4)c12)OC(C)(C)CC3 | -0.7 | 1 | -5 | -1 | -0.1 | -2 | -25 | 0 | 4
COc1ccc2nc(N/C(N)=N/C(=S)Nc3c(C)cccc3C)nc(C)c2c1 | -1.4 | 9 | 5 | 3 | -1.1 | -14 | 2 | 3 | -8
COc1ccc(OC)c(-c2cc(C(F)(F)F)c3c(n2)sc2c(O)cc(=O)[nH]c23)c1 | 2.2 | -6 | -8 | 5 | 1.3 | 10 | -9 | -8 | -10
COc1ccc(-c2cc(C(=O)Nc3c(C)n(C)n(-c4ccccc4)c3=O)c3ccccc3n2)cc1OC | -0.5 | -2 | 4 | -3 | -1.0 | 23 | -2 | 3 | 1
NC(=O)c1cc([N+](=O)[O-])ccc1NCc1ccc(F)cc1 | -2.2 | 0 | -6 | 1 | -0.1 | -15 | -2 | 0 | /
Cc1ccc(COc2ccc(/C=N/O)cc2)cc1 | -1.0 | -4 | -2 | 0 | 0.5 | 9 | 1 | 19 | 3
CCOc1cccc(C=NCCc2ccc(OC)c(OC)c2)c1O | 0.1 | -1 | -1 | 4 | 0.4 | -3 | -6 | 11 | -4
CCOC(=O)C(NC(=O)CC)(Nc1ccc(S(=O)(=O)Nc2cc(C)on2)cc1)C(F)(F)F (stereo not drawn) | -0.1 | -3 | 0 | 4 | 0.5 | 0 | 1 | 1 | -18
Cc1cccc(C)c1OCC(=O)N(Cc1ccc(Cl)cc1)C1CCS(=O)(=O)C1 (stereo not drawn) | 0.4 | -6 | 2 | 2 | 0.8 | 9 | 11 | 5 | -18
CCOC(=O)C1CCN(S(=O)(=O)c2ccc3c(c2)CC(=O)N3)CC1 | -0.1 | -6 | -5 | 0 | 0.2 | 7 | 3 | -2 | 7
Cc1c(C(=O)Nc2ccc(Br)cc2F)oc2ccc(S(=O)(=O)N3CCC4(CC3)OCCO4)cc12 | -0.3 | -3 | -3 | -3 | 0.4 | -21 | / | 5 | -2
O=C(CC1N=C2c3ccccc3N=C(SCc3ccc(Cl)cc3)N2C1=O)NCCc1ccccc1 (stereo not drawn) | 1.4 | 2 | -5 | 3 | 0.2 | 18 | / | -1 | -18
CCOc1ccc(NC(=O)CN2CCCN(Cc3cc(C)ccc3C)S2(=O)=O)cc1 | -1.4 | -3 | 0 | 1 | 0.1 | -21 | / | -3 | /
Cc1ccc(S(=O)(=O)NNC(=O)c2ccc(O)cc2)cc1 | 0.8 | 1 | -5 | 5 | 0.5 | 11 | -1 | 7 | -12
CCN(CC)c1ccc(/C=N/NC(=O)c2c(-c3ccccc3)noc2C)cc1 | -1.7 | -4 | -6 | 0 | -1.2 | -4 | -36 | -6 | -1
O=S(=O)(Nc1ccc(-n2cnnn2)cc1)c1ccc(F)c(F)c1F | / | 5 | 1 | 1 | 0.5 | -3 | / | / | 7
CCC(=O)Nc1ccc2c(c1)ncn2-c1ccccc1OC | -0.7 | -4 | -7 | 2 | 1.5 | -1 | -20 | 1 | -5
Cc1cc(C)nc(SCC(=O)c2c(N)n(C)c(=O)n(C)c2=O)n1 | -0.2 | -3 | -2 | 2 | 0.0 | 0 | -3 | -2 | 4
COC(=O)c1ccsc1NC(=O)c1ccco1 | -1.2 | 0 | -2 | 1 | 0.4 | 6 | 12 | 11 | 0
CCC(C)NC(=O)COC(=O)c1csc2c1CCCC2 (stereo not drawn) | -1.2 | -1 | -5 | 2 | -1.9 | -16 | 0 | 10 | 4
O=C(NCCC(=O)N1CCc2ccccc21)c1ccco1 | 0.3 | 12 | -1 | 1 | -0.1 | 2 | -4 | 2 | 9
COc1ccc(OCCn2c(NC(=O)c3ccc(OC)cc3)nc3ccccc32)cc1 | 0.0 | -5 | 0 | 3 | 0.9 | -3 | / | -13 | 1
Cc1ccc(-n2c(SCc3ccccc3C)nc3[nH]ncc3c2=O)cc1C | 0.2 | -24 | -8 | 1 | 0.0 | -78* | / | -28 | -27
CC(=O)N1[C@H](C)C=C[C@]1(Cc1ccccc1)C(=O)NCc1cc(F)cc(C(F)(F)F)c1 | 1.0 | -9 | -6 | -2 | 0.0 | -4 | -16 | -3 | /
CCSc1nc(=S)n(Cc2ccccc2)c(C)c1C(C)=O | 0.9 | -1 | -2 | 0 | -0.2 | 6 | -5 | 3 | 11
Nc1nc(-c2ccccc2)[nH]c(=O)c1N=O | -0.8 | 2 | 4 | 1 | 1.3 | 10 | -20 | -7 | -12

3 entries out of the list, ordered by count of non-hydrogen atoms, ascending.
SMILES | D2 agonist | TRHR enhancer | D1 PAM | D1 ag | TRHR ag | D1 antagonist | D2 antag | D2 PAM | RXFP1 antagonist
O=C(NCCC(=O)N1CCc2ccccc21)c1ccco1 | 0.3 | 12 | -1 | 1 | -0.1 | 2 | -4 | 2 | 9
Cc1ccc(-n2c(SCc3ccccc3C)nc3[nH]ncc3c2=O)cc1C | 0.2 | -24 | -8 | 1 | 0.0 | -78* | / | -28 | -27
COc1ccc(OCCn2c(NC(=O)c3ccc(OC)cc3)nc3ccccc32)cc1 | 0.0 | -5 | 0 | 3 | 0.9 | -3 | / | -13 | 1

Bioassay records as filed in PubChem.
